Anthrax LF inh2 = anthrax lethal factor protease inhibition | AID 588501 | inhibition, % at 10 µM | 360,000 compounds, 0.12% hits | P15917 | multiplex microsphere protease cleavage assay, LF; in the data active = inhibition above about 30%; inconclusive = no clear call, values can overlap the other calls; note: plate controls were buffer without enzyme for full effect and enzyme alone for no effect
Yp Topo-I inh = blocks Yersinia pestis topoisomerase I activity. 360,000 compounds, 0.064% hits. activity, % at 10 µM. AID 504884. Y. pestis Topo-I cleavage product accumulation, plate reader; in the data active = activity above about 50%, passing the limit was not always enough; inconclusive = no clear call, values can overlap the other calls; note: inactives centre near 2
Vc quorum ag = quorum light induction in luxS cqsA deficient V. cholerae; V. cholerae BH1578 lux reporter, luminescence, 6 h; activation, % at 18.7 µM; 350,000 compounds, 0.16% hits; AID 588436; in the data active = activation mostly above about 9.7%, no sharp cut-off; inconclusive = no clear call, values can overlap the other calls; inactive = mostly below about 3.7%; note: not every result past the cut was called active; inactives centre near 0; reference of the scale not given here
Rv3671c inh = inhibits the M. tuberculosis serine protease Rv3671c. 320,000 compounds, 0.048% hits. inhibition, % at 5.96 µM. P9WHR9; in the data active = inhibition above about 38%;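 note: extracellular domain of Rv3671c used as enzyme; 0% = enzyme with DMSO and 100% = no enzyme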
Target sequence (P9WHR9 whole entry, looked up, the tested form may be a part): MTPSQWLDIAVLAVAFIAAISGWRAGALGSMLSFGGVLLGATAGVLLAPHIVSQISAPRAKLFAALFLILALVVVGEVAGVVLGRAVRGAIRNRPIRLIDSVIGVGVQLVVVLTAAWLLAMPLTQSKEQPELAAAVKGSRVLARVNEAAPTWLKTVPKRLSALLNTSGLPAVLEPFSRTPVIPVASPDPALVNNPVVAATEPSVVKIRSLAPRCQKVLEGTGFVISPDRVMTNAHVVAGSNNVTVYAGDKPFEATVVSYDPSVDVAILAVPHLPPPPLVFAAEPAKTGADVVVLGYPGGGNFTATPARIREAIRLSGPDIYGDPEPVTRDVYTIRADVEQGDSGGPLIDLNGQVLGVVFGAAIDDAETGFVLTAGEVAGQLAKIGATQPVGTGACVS
MazF activator = MazEF (E. coli) toxin RNase activation. activation, % at 20 µM. P0AE70. 350,000 compounds, 0.32% hits. FAM/BHQ RNA-DNA oligo cleavage fluorescence, 5 h; in the data active = activation above about 50%
Target sequence (P0AE70 whole entry, looked up): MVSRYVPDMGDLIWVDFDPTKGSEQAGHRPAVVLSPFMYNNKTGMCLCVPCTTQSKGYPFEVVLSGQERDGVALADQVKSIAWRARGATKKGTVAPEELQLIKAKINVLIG
3CLpro inhibitor = SARS-CoV 3CLpro protease inhibition; recombinant SARS-CoV 3CLpro, quenched FRET peptide cleavage; inhibition, % at 6 µM; 290,000 compounds, 0.14% hits; AID 1706; in the data active = inhibition above about 12%
VHR inh abs = blocks human VHR1 dual specificity phosphatase; P51452; recombinant VHR phosphatase, pNPP absorbance; inhibition, % at 13.3 µM; 290,000 compounds, 0.52% hits; AID 1654; in the data active = inhibition above about 50%; note: some compounds called inactive have numbers as strong as hits
Target sequence (P51452 whole entry, looked up): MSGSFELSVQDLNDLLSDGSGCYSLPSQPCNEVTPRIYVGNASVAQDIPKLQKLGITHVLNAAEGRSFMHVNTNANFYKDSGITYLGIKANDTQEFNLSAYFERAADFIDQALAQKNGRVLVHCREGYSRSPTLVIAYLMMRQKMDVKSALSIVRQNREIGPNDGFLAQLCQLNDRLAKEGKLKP
PfHsp40 rescue = restores yeast growth despite PfHsp40 toxicity; 340,000 compounds, 0.68% hits; growth rescue, % at 12.5 µM; S. cerevisiae expressing PfHsp40, growth rescue, ATP luminescence; in the data active = growth rescue above about 28%, passing the limit was not always enough; inconclusive = no clear call, values can overlap the other calls;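 note: yeast W303a lacking pdr1 and pdr3 grown in galactose medium; growth measured after three days at 30 °C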
TcdB GH inh = blocks C. difficile toxin B glycohydrolase activity; 350,000 compounds, 0.24% hits; AID 652162; inhibition, % at 9.99 µM; TcdB glycohydrolase enzymatic assay, plate reader; in the data active = inhibition above about 10%
PriA SSB inh = blocks PriA binding to SSB C-terminal tail; inhibition, % at 33 µM; AID 1272365; 430,000 compounds, 0.6% hits; AlphaScreen SSBct-PriA binding, biotinylated peptide; in the data active = inhibition mostly above about 37%, no sharp cut-off; inactive = mostly below about 20%;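 note: plate controls were negative control peptide for no effect and reference peptide for full effect; strong numbers were not always called active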
* marks the source's active call; other numbers are inactive results; i = inactive; ? = inconclusive; nt = no result given. A portion of the library. The share of hits here may be higher or lower than overall.

Start of the listing, in advance (2 entries):
cpd	SMILES	Anthrax LF inh2	Yp Topo-I inh	Vc quorum ag	Rv3671c inh	MazF activator	3CLpro inhibitor	VHR inh abs	PfHsp40 rescue	TcdB GH inh	PriA SSB inh
1	Cc1cccc(C(=O)NCC(=O)NC2CCN(Cc3ccccc3)CC2)c1	4	3	-12	-4	-2	4	30	-0.2	2.3	-6
2	COc1ccccc1NC(=O)COC(=O)c1cc(C)n(C2CC2)c1C	-6	4	7.5	2	-13	nt	nt	-1.0	-1.7	-5

Results (from the top)
cpd	SMILES	Anthrax LF inh2	Yp Topo-I inh	Vc quorum ag	Rv3671c inh	MazF activator	3CLpro inhibitor	VHR inh abs	PfHsp40 rescue	TcdB GH inh	PriA SSB inh
1	Cc1cccc(C(=O)NCC(=O)NC2CCN(Cc3ccccc3)CC2)c1	4	3	-12	-4	-2	4	30	-0.2	2.3	-6
2	COc1ccccc1NC(=O)COC(=O)c1cc(C)n(C2CC2)c1C	-6	4	7.5	2	-13	nt	nt	-1.0	-1.7	-5
3	O=S(=O)(c1ccc(Cl)cc1)N1CCc2ccccc21	-14	-15	-0.3	-1	-3	-3	13	1.0	2.6	-21
4	CCCCNC(=O)C1(C)CCCCN1C(=O)c1ccc2sccc2c1 (stereo not drawn)	-3	3	0.3	nt	nt	nt	nt	nt	0.3	nt
5	Nc1ccn([C@@H]2O[C@H](CNC(=O)[C@@H](Cc3cccnc3)NC=O)[C@@H](O)[C@H]2O)c(=O)n1	4	3	-0.4	nt	1	nt	nt	nt	0.5	nt
6	CCN(CC)c1ccc([N+](=O)[O-])c2cccnc12	-2	23	-0.2	-8	4	1	5	0.9	0.6	20
7	C=CCN=C1NN=C(c2ccc3c(c2)OCCO3)CS1	-2	-11	0.4	-6	-21	2	30	-1.8	0.8	-7
8	Cc1ccc(S(=O)(=O)Nc2cc3c4c(c2)C(C)C(=O)N4CCC3)cc1 (stereo not drawn)	2	-2	i	10	-3	nt	nt	-0.5	4.2	17
9	NS(=O)(=O)c1ccc(NC(=O)COC(=O)Cn2cnc3ccccc3c2=O)cc1	3	1	-3.2	-3	0	nt	nt	-0.8	2.4	6
10	CC(=O)c1c(C)[nH]c(C(=O)N2c3ccccc3CC2C)c1C (stereo not drawn)	-2	3	nt	-8	2	0	-4	1.0	1.0	-3
11	CCN(CC)S(=O)(=O)c1cccc(NC(=O)CCNC(=O)c2ccc([N+](=O)[O-])cc2)c1	-2	3	-0.2	5	12	-1	-19	3.5	2.2	7
12	COCc1c(C(=O)NCCc2ccc(OC(F)F)cc2)oc2ccccc12	3	21	i	-8	5	nt	nt	0.6	-0.1	-13
13	CCOc1ccc(NS(=O)(=O)c2ccc3[nH]cc(C(=O)NCC4CCCO4)c(=O)c3c2)cc1 (stereo not drawn)	0	0	0.8	-13	3	-3	25	0.7	nt	6
14	CN1CCN(c2ccncc2S(=O)(=O)N2CCCCC2)CC1	-3	-6	-0.4	-2	7	-4	31	-0.6	1.7	-7
15	C=CCn1c(Cc2c[nH]c3ccccc23)nnc1SCC(=O)NCc1ccccc1	-3	8	i	-8	-1	1	9	0.3	nt	-1
16	CCC1(c2ccc(F)cc2)NC(=O)N(CC(=O)NCc2ccc(C)cc2)C1=O (stereo not drawn)	0	1	i	-4	-3	3	2	-1.0	0.0	1
17	CCNC(=O)Cn1cc(C#N)c2ccccc21	1	-6	0.3	2	-1	-1	3	-0.4	nt	-28
18	COc1ccc(S(=O)(=O)N2CCOCC2)cc1NC(=O)Cc1ccsc1	-2	5	-0.9	3	9	nt	nt	-0.4	1.5	-3
19	COC(=O)C[C@H](NC(=O)Cn1cnc(C(=O)Nc2ccc(C)c(C)c2)n1)C(=O)OC	-5	1	-0.8	nt	4	nt	nt	-0.2	1.0	-9
20	CCOC(=O)C1=C(C)Nc2nc3ccccc3n2C1c1ccc(O)cc1 (stereo not drawn)	3	7	-0.4	8	10	-1	21	-0.2	1.3	-5
21	CC(=O)Nc1cccc(NC(=O)c2ccc(COc3ccccc3)cc2)c1	8	8	-0.2	nt	6	2	17	0.8	-1.3	-10
22	Nc1nc(SCC(=O)N2CCN(c3ccc(F)cc3)CC2)n[nH]1	6	3	-0.3	-3	-1	nt	nt	-0.2	0.4	-1
23	COC(C[C@@H](O)C[C@@H](O)COCc1ccccc1)OC	-1	-7	-0.4	nt	0	nt	0	-1.8	-0.9	-9
24	Cc1cc(C)nc(NS(=O)(=O)c2ccc(NC(=O)Cc3ccccc3F)cc2)n1	13	3	-0.6	-5	6	1	18	-0.8	1.3	-18
25	Cc1ccc(C)c(S(=O)(=O)N2CCN(C(=O)[C@@H]3CCCN3C(=O)c3cccs3)CC2)c1	4	2	i	-3	6	nt	nt	-0.3	-0.2	-11
26	Cc1nc2c(C(=O)NCc3ccccc3)c[nH]n2c(=O)c1Cl	-8	-5	0.7	2	0	7	1	-0.1	nt	-6
27	COCC(=O)NC(c1ccccc1)c1ccccc1	-1	1	-1.8	9	0	0	2	0.1	nt	-15
28	CCN(CC)c1nc(-c2ccccc2)nc2ccccc12	3	21	i	-3	-4	9	-28	-2.1	3.2	-70
29	N=C(N)SCCc1cnc[nH]1	-16	-4	i	-7	7	nt	nt	-0.8	0.9	0
30	C/C(=N\NS(=O)(=O)c1ccc([N+](=O)[O-])cc1)c1cccs1	3	-5	-0.2	-10	9	-3	0	0.0	1.1	nt
31	CCOc1ccc(C(=O)CCC(=O)N2CCN(c3ccc(O)cc3)CC2)cc1	-5	13	i	-6	-9	nt	nt	-0.7	1.9	9
32	NC(=O)COc1cccc(/C=N/NC(=O)c2ccc(-n3cccc3)cc2)c1	-10	2	-0.7	-10	-9	0	19	8.3	0.1	i
33	O=C(OCc1ccccc1)c1ccc2c(c1)-c1ccccc1C2=O	5	9	i	-15	-6	6	6	3.1	nt	21
34	CCc1nnc(SCC(=O)NC2CCCC2)nc1CC	nt	-3	-0.3	5	3	-1	27	0.0	nt	-8
35	CCc1noc(C)c1C(=O)Nc1cccc(S(=O)(=O)N2CCCCCC2)c1	2	16	i	-1	1	nt	nt	1.5	0.6	-2
36	CCC(C)NC(=O)c1cc(Cl)c(NC(=O)C2=C(C)OCCS2)cc1OC (stereo not drawn)	-8	20	-0.6	-8	-2	-2	-16	-1.9	0.6	-3
37	CC1CN(CC(O)COCc2ccc3c(c2)OCO3)CC(C)O1 (stereo not drawn)	2	-6	-6.7	-6	3	5	42	0.5	0.4	0
38	Cc1ccccc1CNC(=O)CCC(=O)N1CCOc2ccccc21	3	-4	i	-10	13	-4	9	-0.2	0.8	-9
39	CCN(CC1CCCN(CCc2cccc(OC)c2)C1)C(=O)c1ccc(COC)o1 (stereo not drawn)	0	0	i	-14	3	-4	6	-0.2	0.8	-5
40	O=C(NCCCN1CCOCC1)c1ccc([N+](=O)[O-])cc1[N+](=O)[O-]	-1	-5	-0.1	9	-1	0	8	-0.6	-0.7	0
41	COc1ccc(C(=O)N/C(=C\c2cn(C)c3ccccc23)C(=O)NCCCN2CCOCC2)cc1	-2	-1	-3.4	16	6	5	-4	-0.8	1.6	-6
42	COc1ccc(CN2CC(C(=O)NCCCN3CCCC(C)C3)CC2=O)cc1 (stereo not drawn)	-1	-4	-0.3	-9	1	2	1	0.7	1.5	3
43	CCSc1nc(N)c(C#N)c(-c2ccccc2Cl)c1C#N	-5	-5	-0.9	-13	-14	6	2	-0.1	nt	-9
44	Cc1c(-c2ccccc2)oc2c(C(=O)OCC(=O)Nc3ccc(F)cc3)cccc2c1=O	0	-9	i	-11	-3	-1	1	0.3	1.6	-10
45	O=C(COC(=O)c1ccc(O)cc1O)NCCN1C(=O)CSC1=O	3	6	-0.4	-4	5	0	23	1.1	0.6	2
46	COc1ccc(NC(=O)CCNS(=O)(=O)c2ccc3c(c2)c(=O)n(C)c(=O)n3C)cc1	-3	-3	i	3	4	0	4	-0.5	nt	6
47	COC(=O)C1=C(c2cccc(OCc3ccccc3)c2)C[C@@H]2CC[C@H]1N2C(=O)NC1CCN(Cc2ccccc2)CC1	4	-11	-0.3	2	-10	nt	nt	-0.1	-1.4	13
48	COc1ccc(C2(O)CCN(Cc3nnnn3Cc3ccc(C)cc3)CC2)cc1	-4	14	i	2	3	-3	3	1.7	0.6	1
49	OCCC1CN(Cc2ccc(Oc3ncccn3)cc2)CCN1CCc1ccccc1 (stereo not drawn)	2	-5	i	14	-3	-1	25	1.0	-0.7	1
50	COc1ccc(C(=O)NC(=S)Nc2ccc(Cc3ccncc3)cc2)cc1	0	-4	-0.4	-2	0	-3	11	0.2	1.3	-12
51	COc1ccc(OCC2NCCc3cc(OC)c(OC)cc32)cc1 (stereo not drawn)	-1	3	-0.3	-7	4	3	-13	0.3	2.6	-2
52	O=C(C1=NN[C@@H]2C(=O)N(Cc3ccccc3)C(=O)[C@H]12)c1ccc(F)cc1	nt	-9	i	3	7	3	21	nt	0.6	-5
53	O=C1c2nccnc2C(=O)N1Cc1ccccc1	-1	-5	i	nt	-14	nt	nt	0.5	0.3	nt
54	CC(C(=O)N1CCCCC1)N1C(=O)c2ccccc2C1=O (stereo not drawn)	-5	-1	0.7	-3	-2	0	18	-0.7	nt	-13
55	Cc1ccc(OCc2nnc(NC(=O)OCC(C)C)s2)cc1	-2	-3	nt	-3	1	2	31	-0.1	1.8	0
56	CN(C)Cc1c[nH]c2cc([N+](=O)[O-])ccc12	-1	1	-1.0	nt	-13	nt	nt	0.1	0.7	9
57	COc1ccc(C(=O)NC(=S)N2CCCC2)cc1	1	5	i	2	0	0	1	-0.2	-0.3	-7
58	CCC(C)[C@H](NC(=O)NCCCn1ccnc1)C(=O)OC (stereo partly drawn)	0	-1	-0.4	-3	-6	-3	3	1.5	0.1	-2
59	CCOC(=O)c1c(C)[nH]c(C)c1C(=O)COC(=O)c1cc2ccccc2cc1OC	-9	4	i	-11	0	3	-7	2.1	nt	17
60	O=C(COC(=O)c1nc(Cl)ccc1Cl)Nc1ccc(Cl)cn1	-6	2	-0.5	-5	-6	nt	nt	-2.2	3.5	5

The list goes on.
cpd	SMILES	Anthrax LF inh2	Yp Topo-I inh	Vc quorum ag	Rv3671c inh	MazF activator	3CLpro inhibitor	VHR inh abs	PfHsp40 rescue	TcdB GH inh	PriA SSB inh
61	COc1cc(OC)c2c(C)cc(=O)oc2c1C(CCN1CCN(c2ccccc2)CC1)c1ccc2c(c1)OCO2 (stereo not drawn)	-4	28	-0.6	-8	-13	nt	7	0.8	0.8	18
62	COc1ccc(-c2[nH]ncc2CN2CCC(O)(c3ccc(Cl)cc3)CC2)cc1	6	-1	-3.5	11	9	4	27	-0.3	0.2	0
63	C/C(=N\Nc1nc(-c2cc(C)ccc2C)cs1)c1cc2c(ccc3ccccc32)oc1=O	-5	-4	-0.2	-7	24	-3	-6	0.6	0.2	nt
64	N#Cc1nc(-c2cccc(Cl)c2)oc1NCc1cccnc1	-2	26	-0.3	-7	13	-1	18	1.3	nt	27
65	O=C(NCc1ccco1)/C(=C\C=C\c1ccccc1)NC(=O)c1ccccc1Br	-3	0	i	-1	4	1	-6	3.3	-0.3	0
66	COc1cccc(CNC(=O)CN2C(=O)COc3ccc(S(=O)(=O)N4CCCCC4)cc32)c1	0	-5	-0.3	7	-4	6	-20	-1.6	0.0	5
67	Cc1ccc(C)c(SCC(=O)OC/C(O)=C(\C#N)c2nc3ccccc3[nH]2)c1	0	35	-0.3	nt	9	-2	20	1.4	0.9	-6
68	COc1ccc(C2CC(c3cccc([N+](=O)[O-])c3)=NN2/C(C)=C/C(C)=O)cc1 (stereo not drawn)	1	-2	i	nt	-30	nt	nt	nt	1.1	nt
69	CCC(=O)Nc1cccc(-c2cnc3ccccc3n2)c1	?	6	-0.3	0	7	-2	4	1.8	nt	-3
70	COC(=O)C1C(=O)C2=C(CC1C)Nc1ccccc1NC2c1ccc(C)s1 (stereo not drawn)	0	4	0.6	-1	5	-5	10	0.4	-0.2	-10
